Assay outcomes as filed in PubChem BioAssay.
IDE act: human IDE activators in live cells, primary screen, fluorescence polarization, HEK cells, FAbeta-B substrate; Insulin-degrading enzyme (Homo sapiens), P14735; FAbeta-B cleavage; 0% vehicle, 100% cell-free pure enzyme wells; activation, % at 5.96 µM; 340,000 compounds, 0.073% hits;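 active = activation above the mean of all tested compounds plus 3 SD, set per screening campaign, cut at about 17% in these data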
DNA FID counter: compounds displacing fluorescent DNA intercalator, primary screen, artefact control for HCV NS3 helicase inhibitor project, biochemical, FID fluorescence; DNA fluorescent intercalator displacement; inhibition, % at 7.9 µM; 290,000 compounds, 0.17% hits; AID 1845, 2009; in the data active = inhibition above about 37%;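 also: 0% = vehicle and 100% = reference compound; higher means more ethidium bromide displaced from hairpin DNA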
IMP-1 inh: IMP-1 metallo-beta-lactamase inhibitors, primary screen, biochemical, epi-absorbance readout, Pseudomonas aeruginosa enzyme; inhibition, % at 5.6 µM; 290,000 compounds, 0.45% hits; purified IMP-1, nitrocefin hydrolysis, epi-absorbance fluorescence; metallo-beta-lactamase IMP-1 (Pseudomonas aeruginosa);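 active = inhibition above the mean plus 3 SD of all compounds in the same screening run, cut at about 4.5% in these data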;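 also: 0% = IMP-1 with DMSO and 100% = DMSO wells lacking enzyme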
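System – purified recombinant IMP-1 beta-lactamase · Input – IMP-1 dispensed at 0.2 nM · Timing – 15 min preincubation plus 25 min reaction at 25 °C · Signal – Epi-absorbance fluorescence, 480 nm excitation, 530 nm emission · Measure – percent IMP-1 inhibition derived from blank-referenced optical density · Controls – Enzyme-plus-DMSO low control, enzyme-free DMSO high control · Replication – singlicate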
NS3 helicase inh: inhibitors of HCV NS3 helicase, primary screen, biochemical, Cy5 molecular beacon fluorescence; Hepatitis C virus NS3 helicase; NS3 helicase DNA unwinding; inhibition, % at 10.9 µM; 290,000 compounds, 0.56% hits; AID 1800, 2009;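 active = inhibition above the mean of all tested compounds plus 3 SD, set per campaign, cut at about 35% in these data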;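 also: 0% = DMSO wells and 100% = thioflavine S control wells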
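Assay system: hepatitis C virus NS3 helicase domain fragment enzyme. Also added: annealed dual-labelled DNA beacon duplex, ATP-started. Timing: 1 h reaction at 25 °C, ATP-initiated. Technique: Cy5 fluorescence at 0 and 60 min, beacon hairpin quenching. Evaluation: % inhibition of unwinding. Replication: one well per compound.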
VIM-2 inh: VIM-2 metallo-beta-lactamase inhibitors, primary screen, biochemical, epi-absorbance readout, Pseudomonas aeruginosa enzyme; purified VIM-2, nitrocefin hydrolysis, epi-absorbance fluorescence; 290,000 compounds, 0.89% hits; AID 1527, 2009; inhibition, % at 5.6 µM;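 active = inhibition above the mean of all tested compounds plus 3 SD, cutoff set per screening run, cut at about 7.5% in these data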;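 also: red hydrolysis product quenches plate fluorescence so inhibitors raise well fluorescence; 0% = enzyme with DMSO and 100% = DMSO without enzyme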
UBC9 SUMO inh: inhibitors of in vitro SUMOylation cascade, primary screen, biochemical, HTRF, uHTS. HTRF SUMOylation assay, SAE1/SAE2 + UBC9. 290,000 compounds, 0.36% hits. inhibition, % at 35 µM. SUMO-conjugating enzyme UBC9 (Homo sapiens), P63279; in the data active = inhibition above about 50%, passing the limit was not always enough; also: strong numbers were not always called active
pCIP destab: p/CIP-EGFP fusion destabilizers, primary screen, fluorescence, F442A cells; AID 1984, 2009; 16 h; Q05BA5; decrease of EGFP signal, % at 10 µM; 290,000 compounds, 0.01% hits;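 active = EGFP signal decrease of at least 30% at 10 µM or well 3 SD below plate mean, unless failing retest; inactive = the rest, including hits failing retest or dose response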; also: some compounds called inactive have numbers as strong as hits; many of its hits are not listed in these tables
Target sequence (Q05BA5 1-1403): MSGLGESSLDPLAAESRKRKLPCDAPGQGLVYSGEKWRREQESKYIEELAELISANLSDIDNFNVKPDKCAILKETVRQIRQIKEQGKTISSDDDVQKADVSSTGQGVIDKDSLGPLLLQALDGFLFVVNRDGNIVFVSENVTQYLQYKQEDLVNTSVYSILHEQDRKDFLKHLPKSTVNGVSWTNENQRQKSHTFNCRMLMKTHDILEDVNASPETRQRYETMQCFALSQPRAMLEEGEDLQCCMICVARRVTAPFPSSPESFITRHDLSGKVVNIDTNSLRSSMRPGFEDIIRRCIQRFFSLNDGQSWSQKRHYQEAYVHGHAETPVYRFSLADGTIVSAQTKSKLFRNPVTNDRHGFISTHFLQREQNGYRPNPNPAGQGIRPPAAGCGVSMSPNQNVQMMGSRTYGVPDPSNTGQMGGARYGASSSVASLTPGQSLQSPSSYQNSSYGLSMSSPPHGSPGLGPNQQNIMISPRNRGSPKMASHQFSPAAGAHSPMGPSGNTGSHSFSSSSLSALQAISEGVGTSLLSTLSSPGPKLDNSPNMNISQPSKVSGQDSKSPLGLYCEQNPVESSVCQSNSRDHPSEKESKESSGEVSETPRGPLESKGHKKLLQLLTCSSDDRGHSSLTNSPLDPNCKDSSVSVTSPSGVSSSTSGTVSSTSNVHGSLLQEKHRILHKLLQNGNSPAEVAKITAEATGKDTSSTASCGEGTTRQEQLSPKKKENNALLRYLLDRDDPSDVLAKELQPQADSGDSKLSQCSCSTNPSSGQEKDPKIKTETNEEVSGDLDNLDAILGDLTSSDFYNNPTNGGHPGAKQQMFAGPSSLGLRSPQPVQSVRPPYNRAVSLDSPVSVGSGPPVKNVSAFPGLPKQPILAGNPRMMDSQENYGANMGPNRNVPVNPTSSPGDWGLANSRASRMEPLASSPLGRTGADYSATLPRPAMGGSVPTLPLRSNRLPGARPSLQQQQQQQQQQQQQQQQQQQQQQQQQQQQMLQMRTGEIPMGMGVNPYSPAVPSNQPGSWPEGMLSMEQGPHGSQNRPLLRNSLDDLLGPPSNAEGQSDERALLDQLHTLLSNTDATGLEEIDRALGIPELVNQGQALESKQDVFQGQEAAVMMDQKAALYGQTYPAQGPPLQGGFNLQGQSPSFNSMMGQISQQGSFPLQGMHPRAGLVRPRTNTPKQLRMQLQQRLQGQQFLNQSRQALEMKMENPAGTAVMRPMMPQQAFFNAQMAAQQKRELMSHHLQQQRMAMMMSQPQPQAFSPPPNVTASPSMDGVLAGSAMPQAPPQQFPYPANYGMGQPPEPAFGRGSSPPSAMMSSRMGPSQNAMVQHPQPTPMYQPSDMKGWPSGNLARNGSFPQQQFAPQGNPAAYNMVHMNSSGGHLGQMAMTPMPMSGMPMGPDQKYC
MEKK3 PB1 HTS: modulators of MEKK3-MEK5 PB1 binding, primary screen, biochemical, wildtype MEKK3, multiplex bead flow cytometry, Alexa488-MEK5. 290,000 compounds, 1.4% hits. Mitogen-activated protein kinase kinase kinase 3 (Homo sapiens), Q99759. binding response (% of control), % at 10 µM. bead-based flow cytometry, Alexa488-MEK5 binding to MEKK3; actives lie on both sides; 0 = blocked by unlabeled MEK5, 100 = vehicle;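 active = binding response more than 3 SD above or below the average of its plate-row segment, actives on both sides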;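 also: Alexa488 bead fluorescence after subtracting the streptavidin-only scavenger bead signal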
PHOSPHO1 inh: PubChem AID 1565; recombinant PHOSPHO1, absorbance phosphatase assay; inhibition, % at 13.3 µM; Phosphoethanolamine/phosphocholine phosphatase (Homo sapiens), Q8TCT1; 290,000 compounds, 1.1% hits; in the data active = inhibition above about 60%
An asterisk follows results filed as active; · = not tested or not shown; & = joins results of further samples. The list is partial. The share of hits here may be higher or lower than overall.

canonical_smiles	IDE act	DNA FID counter	IMP-1 inh	NS3 helicase inh	VIM-2 inh	UBC9 SUMO inh	pCIP destab	MEKK3 PB1 HTS	PHOSPHO1 inh
COc1ccc(NC(=O)CCc2nnc3ccc(NCc4ccc5c(c4)OCO5)nn23)cc1	1	-36	-1.3	-18	-3.4	24	-18	104	30
O=c1[nH]c(=S)n(-c2cccc(Cl)c2)c(O)c1/C=N/N1CCOCC1	2	-7	-6.5	13	-3.1	35	-14	111	22
Cc1cc(Cl)cc(C)c1OCCCCn1ccnc1	3	7	-1.4	-30	2.1	17	-4	101	6
CC(C)c1ccc(N(CC(=O)NCc2ccco2)C(=O)CCC(=O)Nc2ccccn2)cc1	-3	-40	-3.6	-3	-1.9	3	-13	105	22
CC1(C)CC(=O)c2cnc(NC(=O)CSc3nc4ccccc4o3)nc2C1	1	-7	-4.5	2	-1.8	26	-3	99	-13
CCCCn1c(SCN2C(=O)c3ccccc3C2=O)nc2cc(S(N)(=O)=O)ccc21	-3	-1	-4.0	-4	-1.8	-2	2	99	90*
CC1=CC(C)=Nc2ccc(C)cc2N1	2&7	2&4	0.0&-0.6	1&-17	2.1&-2.5	2&17	-5&-1	85&108	20&12
Cc1cc2ncn(CC(C)C)c2cc1C	2	-2	-1.6	4	0.1	9	-5	87	-8
O=C(NNC(=O)[C@H]1CC=CC[C@H]1C(=O)O)c1ccc(Cl)cc1Cl	-4	-3	-2.1	1	-1.5	24	-12	108	33
N/C(COc1ccc(Cl)cc1Cl)=N\NS(=O)(=O)c1ccccc1	1	-7	-1.9	-4	-1.7	-8	-4	99	-2
CCc1ccccc1N(CC(=O)NCc1ccco1)C(=O)c1snc(C(N)=O)c1N	-7	-20	-1.2	0	-2.8	-19	0	89	-21
O=C(C1CCCN(S(=O)(=O)c2ccc(F)cc2)C1)N1CCCC1 (stereo unspecified)	9	-4	-4.0	-7	-3.3	-21	7	104	6

(more compounds)
canonical_smiles	IDE act	DNA FID counter	IMP-1 inh	NS3 helicase inh	VIM-2 inh	UBC9 SUMO inh	pCIP destab	MEKK3 PB1 HTS	PHOSPHO1 inh
O=C(Nc1cnn(Cc2ccc(Cl)cc2)c1)C1CCCC1	5	-10	-2.8	-6	-1.4	10	-1	108	23
Clc1ccc(-c2cn3c(n2)-c2ccccc2C3)cc1Cl	0	4	-3.1	-9	-3.1	9	3	99	-6
COc1cccc(NC(=O)CSc2nnc(Cn3cnc([N+](=O)[O-])n3)n2C)c1	0	3	-3.1	12	-2.3	8	-2	107	-5
COCc1nnc(NC(=O)c2cccc(NC(=O)c3ccccc3)c2)s1	8	-11	-2.4	-3	-2.1	-1	4	99	23
O=C(CSc1ccc(-c2ccccc2)nn1)NCc1ccco1	1	0	-3.3	-4	-3.1	15	2	84	-1
COc1cc(C(=O)Nc2cccc(C(C)=O)c2)cc(OC)c1OC	3	-2	-1.1	1	1.0	2	2	97	25
COc1ccccc1OCC(=O)N1CCCC(Nc2cccc(F)c2)C1 (stereo unspecified)	3	-21	1.8	4	4.2	-5	-3	97	52
CC(c1cccnc1)N(C(=O)Nc1ccccc1)C1CCCCC1 (stereo unspecified)	6	0	-1.2	0	-2.3	12	-5	108	-4
CO/N=C/c1ccc(Oc2ccc([N+](=O)[O-])cc2[N+](=O)[O-])c(OC)c1	-1	6	-3.6	8	-1.2	7	-21	84	12
Cc1cccc(NC(=O)N2CCN(Cc3ccc(Cl)cc3)CC2)c1	4	-15	-2.6	-13	-3.0	9	-9	99	13
COc1ccc2[nH]c(=O)c(C(c3nnnn3C3CCCC3)N(C)C3CCCCC3)cc2c1 (stereo unspecified)	0	2	0.4	-3	-0.9	23	-2	107	1
CCOC(=O)c1ccc(NC(=O)Oc2ccccc2)cc1	3	0	-1.6	-1	-4.4	7	4	102	5

Next section:
canonical_smiles	IDE act	DNA FID counter	IMP-1 inh	NS3 helicase inh	VIM-2 inh	UBC9 SUMO inh	pCIP destab	MEKK3 PB1 HTS	PHOSPHO1 inh
NC(=O)c1nsc(C(=O)N(CC(=O)NC2CCCC2)c2cccc(C(F)(F)F)c2)c1N	-5	-20	-1.6	13	-3.0	-12	-10	103	17
O=C(Nc1nc2c(F)c(F)c(F)cc2s1)c1ccco1	2	-2	-0.7	0	-2.3	6	-8	99	23
COc1c(Cl)ccc(Cl)c1C(=O)NC(=S)N1CCOCC1	2	-1	-3.1	3	-3.0	17	1	99	32
O=C(CCSc1ccccn1)Nc1ccc(Br)cc1	3	-6	-5.5	5	-0.1	0	-7	100	-9
N#Cc1ncc(Cl)c2ccccc12	0	-3	-4.1	-3	-3.2	-20	-15	103	21
Cc1ccc(C(=O)O/N=C(\N)c2nonc2N)cc1	2	3	-0.9	-5	-1.9	1	1	95	-9
CCN(CC)c1nc(Nc2ccc(Cl)cc2)nc(OCC#N)n1	3	-9	-0.7	1	-1.1	3	-10	107	-6
COc1ccc(OC)c(CC(NC(C)=O)C(=O)NC2CCN(c3cc(C)nc4ncnn34)CC2)c1 (stereo unspecified)	·	-16	-2.6	3	-0.6	2	-5	96	26
CC(=NCCN1CCNCC1)C1=C(O)CC(C)(C)CC1=O	-1	-7	-2.6	-3	-2.2	10	7	110	18
CCOC(=O)C(C)Sc1nnc2n1C(C)(C)Cc1ccccc1-2 (stereo unspecified)	-3	-23	-2.8	3	-1.9	-21	-2	99	-6
COC(=O)c1sc2nc(SCc3cccc(Cl)c3)n(N)c(=O)c2c1C	4	8	-0.2	2	-0.6	10	-3	91	-12
Cc1cc2oc(C(=O)Nc3c(C)n(C)n(-c4ccccc4)c3=O)c(C)c2cc1Cl	1	-32	-2.0	-11	0.2	2	-5	97	-1

(list continues)
canonical_smiles	IDE act	DNA FID counter	IMP-1 inh	NS3 helicase inh	VIM-2 inh	UBC9 SUMO inh	pCIP destab	MEKK3 PB1 HTS	PHOSPHO1 inh
CC1CCc2sc(C(=O)NN)cc2C1 (stereo unspecified)	2	-9	-3.1	4	-1.9	0	-2	95	-1
CCn1cc(C(=O)O)c(=O)c2cc(F)c(N3CCN(C(=S)NC(=O)c4cccc(C)c4)CC3)cc21	3	-7	-3.4	-7	-4.8	12	0	90	32
Cc1ccc(Nc2nc(NCC3CCCO3)nc(N)c2[N+](=O)[O-])cc1 (stereo unspecified)	6	3	-3.5	11	-2.2	-3	-1	104	-5
Cc1c(NC(=O)c2c([N+](=O)[O-])cnn2C)c(=O)n(-c2ccccc2)n1C	1	0	-1.7	-4	-0.9	7	4	104	46
O=C(COC(=O)c1c2c(nc3ccccc13)CCCC2)Nc1ccc2c(c1)OCO2	0	-12	-2.7	-11	-2.7	-2	-4	102	17
Cc1ccccc1-n1c([C@@H]2C[C@H]2c2ccccc2)n[nH]c1=S	4	-22	-2.8	-4	1.9	8	-7	91	33
Cc1ccc(/C=C/c2ccc(N(C)C)cc2)[n+](C)c1	-10	-32	-2.8	-1	-2.6	-9	-294	98	20
CN1/C(=C/C(=O)c2cccs2)Sc2ccccc21	2	-7	-2.2	-4	0.7	12	-62	99	14
CC(=O)Nc1ccc(N=Nc2ccc(O)cc2)cc1	-2	4	-0.4	-2	0.4	17	-5	100	2
Cc1nc(SCC(=O)NC2CC2)c2c(C)c(C)sc2n1	-3	-11	-2.2	4	3.1	6	-11	105	19
O=C(/C=C/c1cccc([N+](=O)[O-])c1)N1CCN(Cc2ccccc2)CC1	5	-15	-0.9	7	1.8	-4	12	101	24
CCC1C(=O)NCCN1C(=O)c1ccc2nc(Cc3cccc(Cl)c3)oc2c1 (stereo unspecified)	2	-33	-3.1	-6	-1.3	-5	10	99	11

The listing continues:
canonical_smiles	IDE act	DNA FID counter	IMP-1 inh	NS3 helicase inh	VIM-2 inh	UBC9 SUMO inh	pCIP destab	MEKK3 PB1 HTS	PHOSPHO1 inh
Cc1ccc(NC(=O)Nc2ccc(F)cc2)nc1	-1	-1	1.4	4	-0.3	-11	2	102	-5
COc1ccc(OCC(=O)Nc2ccc(N3CCOCC3)c(Cl)c2)cc1	-1	-25	-5.1	14	-1.4	-10	4	102	2
Cc1nc(-c2ccccc2)sc1C(=O)Nc1ccccc1F	2	-24	-3.4	6	-3.9	12	-10	108	1
O=S(=O)(Nc1nc2ccccc2nc1Cl)c1cccc(C(F)(F)F)c1	5	-25	-2.3	-1	-5.7	12	-15	99	28
O=C(CCCSc1nc2ccccc2[nH]1)NCc1ccccc1	-1	1	-4.7	-2	-1.8	-14	4	98	-6
Cc1cc(C(=O)N2CCCC(N3CCN(c4ccc(F)cc4)CC3)C2)c(C)o1 (stereo unspecified)	4	-12	-0.1	-5	-3.2	-3	-7	95	44
COc1ccc(C(CNC(=O)C(C)c2ccc3cc(OC)ccc3c2)N(C)C)cc1 (stereo unspecified)	-1	16	-0.8	-29	-1.1	22	-11	104	6
O=C(O)CSCCc1ccccn1	3	-1	-2.6	-19	-2.5	20	-4	107	-1
COCCn1c(=O)[nH]c(=O)c2c1nc(-c1cc(Br)c3c(c1)OCO3)n2Cc1ccccc1	5	-31	-0.8	6	-1.6	8	-10	108	24
Cc1nnsc1SCCNC(=O)c1ccc(F)cc1	2	-1	-3.6	0	-0.9	8	-15	97	14
Cc1ccc(S(=O)(=O)[N-]c2nc3ccccc3nc2-n2cc[n+](CCC(C)C)c2)cc1	1	-30	-2.7	-3	2.5	-3	0	99	11
